# Screening results deposited in PubChem by National Center for Advancing Translational Sciences (NCATS).
# SW480 rereplic: DNA re-replication induction in SW480 cells; SW480 DNA re-replication, Hoechst DNA content imaging, 48 h; Potency, µM (highest dose often 46.1 µM), for inactives: at the top dose re-replication activation, hits mostly activators; actives 1.8% (n = 340,000); note: potency is the fitted concentration of half-maximal effect; % of control where 0% means no effect; nearly all actives have a fitted effect of over 55% in size
#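 First, 250 cells per well were seeded. Next, compound or vehicle (23 nL) was pinned in, plates sat 48 hr at 37 C. Finally Hoechst was added for 40 min before fluorescence scanning.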
# KB-3-1 tox: kills parental KB-3-1 adenocarcinoma cells; KB-3-1 viability, CellTiter-Glo ATP luminescence, 72 h; Potency, µM (series often up to 46.1 µM), without a hit: at the top dose activity change, negative = cytotoxic, most hits filed as cytotoxic; actives 1.4% (n = 400,000); note: potency is the fitted concentration of half-maximal effect; % is set by controls: 0 for no effect and ±100 for the full control effect; nearly all actives have a fitted effect of over 60% in size
#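 Screening of KB-3-1 cells (DMEM, 10% FBS, phenol-red free) ran from lowest to highest compound concentration; after 72 h at 37 °C viability was read luminescently and curves fitted.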
# HT1080NT lethal: kills 2HG-producing HT-1080-NT fibrosarcoma cells; Potency, µM (series often up to 46.1 µM), without a hit: top-dose activity, negative = less viability, usual class: cytotoxic; actives 1.6% (n = 360,000); HT-1080-NT fibrosarcoma viability, CellTiter-Glo ATP luminescence, 48 h;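 note: NT is the 2HG producing partner of a matched IDH1 knockdown line; potency is the fitted concentration of half-maximal effect; 0% = DMSO-treated cells and -100% = media-only wells without cells; nearly all actives have a fitted effect of over 55% in size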
#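 Read-out is CellTiter-Glo luminescence after 10 minutes at room temperature, following 48 hours' compound treatment of HT-1080-NT cells (750 cells/well, RPMI, 5% FBS, 37 degrees C).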
# MCF10A rerep: induces DNA re-replication in MCF 10a normal breast cells; MCF 10A DNA re-replication, Hoechst nuclear intensity, 48 h; Potency, µM (top dose mostly 46.1 µM), for the others: at the top dose activity, positive = re-replication, actives largely listed as activators; actives 2.9% (n = 350,000); AID 624296; note: potency is the fitted concentration of half-maximal effect; % of control where 0% means no effect; nearly all actives have a fitted effect of over 50% in size
# KB-V1 MDR tox: KB-V1 MDR subline cytotoxicity; KB-V1 MDR cells viability, CellTiter-Glo, 72 h; Potency, µM (series often up to 46.1 µM), for inactives: at the top dose activity change, negative = cytotoxicity, usual class: cytotoxic; actives 3.4% (n = 400,000); AID 1347076; note: potency is the fitted concentration of half-maximal effect; % is set by controls: 0 for no effect and ±100 for the full control effect; nearly all actives have a fitted effect of over 60% in size
#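 Luminescent ATP read-out (CellTiter-Glo, 10 min) measures survival of drug-selected KB-V1 MDR cells after 72 h, 37 degrees C compound exposure. Medium: phenol-red-free DMEM, 10% FBS. Values from fitted concentration-response curves.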
# GLP1R cytotox: cytotoxic in the GLP-1 receptor inverse agonist counter-screen; actives 0.13% (n = 410,000); HEK293 cAMP-luciferase reporter cells, luminescence, 24 h; Potency, µM (highest dose often 38.3 µM), for the others: at the top dose activity change, negative = inhibition, actives largely listed as inhibitors; AID 624418;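 note: loss of luciferase light is scored as toxicity; potency is the fitted concentration of half-maximal effect; % is set by controls: 0 for no effect and ±100 for the full control effect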
#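 Seeding density was 200 cells/uL; after overnight-length (12 h) culture, 23 nL compounds went on for 24 h at 37 °C. Readout used a luciferase detection reagent, luminescence taken after 12 min at room temperature.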
# HT1080 IDH1KD tx: toxicity to HT-1080 IDH1 knockdown cells (counter line). AID 686971. actives 2% (n = 360,000). Potency, µM (doses to about 46.1 µM), without a hit: at the highest dose activity, negative = toxicity, actives largely listed as cytotoxic. HT-1080 IDH1 knockdown viability, ATP luminescence, 48 h;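 note: potency is the fitted concentration of half-maximal effect; 0% = DMSO wells and -100% = cell-free medium wells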
#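 CellTiter-Glo luminescence after 48 h compound exposure at 37 degrees C of IDH1-knockdown HT-1080 cells in 5% FBS RPMI. %Activity scaled between DMSO wells and cell-free media wells, with curves fitted and assigned curve classes.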
# IL1B secr inh: inflammasome signaling inhibition, IL-1 beta readout; actives 4.7% (n = 360,000); AID 743279; activity change, % at 57.5 µM; THP-1 LPS/ATP IL-1B secretion, AlphaLISA, 16 h; stronger effect = lower value; in the data active = activity change below about -50%; inconclusive = mostly about -30% to -49%; note: % is set by controls: 0 for no effect and ±100 for the full control effect
#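 THP-1 cells pretreated 1 hr with compounds (up to 57.5 uM final), then stimulated with LPS (250 ng/mL final) plus ATP (1.25 mM final); secreted IL-1B measured by AlphaLISA after 16 hr, decreased signal indicating inhibition.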
# D3 ag: activates the human D3 dopamine receptor | P35462 | D3R DiscoveRx beta-arrestin cells, luminescence, 90 min | max activation, % | actives 0.58% (n = 410,000); in the data active = max activation above about 30%; note: 0% is about no effect; mostly tested at two doses, the higher about 12 µM
# Target sequence (P35462 whole entry, looked up): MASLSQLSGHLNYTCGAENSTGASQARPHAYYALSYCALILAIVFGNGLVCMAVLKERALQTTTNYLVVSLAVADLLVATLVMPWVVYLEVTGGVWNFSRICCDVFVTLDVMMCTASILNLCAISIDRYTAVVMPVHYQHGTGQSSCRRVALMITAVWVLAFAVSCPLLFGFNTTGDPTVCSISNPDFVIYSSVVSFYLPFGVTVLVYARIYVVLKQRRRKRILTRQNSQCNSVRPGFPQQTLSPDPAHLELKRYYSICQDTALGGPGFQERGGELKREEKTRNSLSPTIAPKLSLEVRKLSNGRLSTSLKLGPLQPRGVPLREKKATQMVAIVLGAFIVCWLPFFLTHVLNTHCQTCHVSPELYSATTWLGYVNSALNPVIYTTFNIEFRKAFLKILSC
#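 Agonist-mode cell screen: cells plated at 1500/well and incubated overnight at 37 °C, then exposed to library compounds for 90 min at 37 °C. Detection reagent was added for 30–60 min at room temperature, and luminescence was read.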
# Active calls of the source: *; i = inactive; u = inconclusive; x = no result given; & = joins results of further samples; [ ] = remark or other dose. Unless noted, calls come from the whole dose curve; as a rule, active = well fitted curve in the direction sought with a large enough effect; inconclusive = small, poorly fitted or top-dose-only effect, or another doubt; inactive = no such curve, though single readings can be large; an effect the other way counts as inactive or inconclusive.
# Results follow in this order: KB-V1 MDR tox, SW480 rereplic, KB-3-1 tox, MCF10A rerep, GLP1R cytotox, HT1080NT lethal, HT1080 IDH1KD tx, D3 ag, IL1B secr inh
1	O=C(CN1CCN(S(=O)(=O)c2ccc(Br)s2)CC1)NC1CCCCC1
    10µM*, -2%, -14%, -1%, -19%, 5%, 2%, -7, -10
2	CCCCc1nnc(NC(=O)c2cccc(S(=O)(=O)N3CCN(C)CC3)c2)s1
    u, -2%, u, 28%, -5%, 2%, 0%, -4, 29
3	Cc1[nH][nH]c(=O)c1C=Nc1ccc(C(F)(F)F)cc1
    0%, -11%, 28%, -1%, 6%, 3%, -1%, -5, 13
4	Cn1c(CCNC(=O)OC(C)(C)C)n[nH]c1=S
    9%, 14%[9.22 µM], -12%, 21%, 50%, -2%, 1%, -4, 0
5	Cn1c(=O)c(=O)n(C)c2cc(S(=O)(=O)N3CCCC3C(=O)Nc3ccc(F)cc3)ccc21 (stereo not drawn)
    12%&5%, 14%, -5%&2%, 5%, -11%&-2%, 6%, -1%, 2&-11, 0
6	Cn1c(=O)c2c(nc(N3CCN(Cc4ccccc4)CC3)n2CC(=O)c2ccccc2)n(C)c1=O
    u, 0%, 3%, -5%, -4%, 12%, -2%, 0, 12
7	COc1cccc2sc(N(CCN(C)C)C(=O)c3ccc(S(=O)(=O)N4CCCC4)cc3)nc12
    0%, -2%, 3%, -6%, 20%, 2%, -18%, -6, i
8	Cc1nonc1NC(=O)N1CCCC1
    25%, -1%, 18%, 8%, 0%, 16%, 17%, 3, -2
9	CC1Nc2ccccc2C(=O)N1NS(=O)(=O)c1ccccc1 (stereo not drawn)
    -12%, 2%, 1%, 14%, -1%, 8%, 6%, 6, -4
10	C[C@H]1CN([C@@H](C)CO)S(=O)(=O)c2ccc(Br)cc2O[C@@H]1CN(C)S(=O)(=O)c1ccccc1
    -21%, x, -21%, x, -6%, 4%, 0%, 0, -19
11	CCCC/C(C)=N/NC(=O)NC1CCCCC1
    4%, -4%, 8%, 5%, -1%, 12%, 21%, 6, 14
12	Cc1ccc(S(=O)(=O)N2CCOC23CCN(C(=O)C(=O)NCc2ccccc2)CC3)cc1
    u, -3%, -6%, u, 2%, 3%, -9%, -5, 16
13	Cc1ccccc1CN(c1ccc(C(=O)N2CCc3ccccc3C2)cc1)S(C)(=O)=O
    10µM*, 7%, 10µM*, u, -24%, -4%, -6%, -1, -7
14	CS(=O)(=O)N1CCN(c2ccc([N+](=O)[O-])c(NCc3ccccc3)c2)CC1
    -22%, 10%, -17%, u, u, 0%, -1%, -10, -9
15	Cc1ccc(C(=O)NCc2ccc3c(c2)OCO3)o1
    0%, u, 5%, 2%, -6%, -2%, -2%, 1, 5

# Nine entries from above, as tab-separated lines:
no.	molecule	KB-V1 MDR tox	SW480 rereplic	KB-3-1 tox	MCF10A rerep	GLP1R cytotox	HT1080NT lethal	HT1080 IDH1KD tx	D3 ag	IL1B secr inh
7	COc1cccc2sc(N(CCN(C)C)C(=O)c3ccc(S(=O)(=O)N4CCCC4)cc3)nc12	0%	-2%	3%	-6%	20%	2%	-18%	-6	i
8	Cc1nonc1NC(=O)N1CCCC1	25%	-1%	18%	8%	0%	16%	17%	3	-2
9	CC1Nc2ccccc2C(=O)N1NS(=O)(=O)c1ccccc1 (stereo not drawn)	-12%	2%	1%	14%	-1%	8%	6%	6	-4
10	C[C@H]1CN([C@@H](C)CO)S(=O)(=O)c2ccc(Br)cc2O[C@@H]1CN(C)S(=O)(=O)c1ccccc1	-21%	x	-21%	x	-6%	4%	0%	0	-19
11	CCCC/C(C)=N/NC(=O)NC1CCCCC1	4%	-4%	8%	5%	-1%	12%	21%	6	14
12	Cc1ccc(S(=O)(=O)N2CCOC23CCN(C(=O)C(=O)NCc2ccccc2)CC3)cc1	u	-3%	-6%	u	2%	3%	-9%	-5	16
13	Cc1ccccc1CN(c1ccc(C(=O)N2CCc3ccccc3C2)cc1)S(C)(=O)=O	10µM*	7%	10µM*	u	-24%	-4%	-6%	-1	-7
14	CS(=O)(=O)N1CCN(c2ccc([N+](=O)[O-])c(NCc3ccccc3)c2)CC1	-22%	10%	-17%	u	u	0%	-1%	-10	-9
15	Cc1ccc(C(=O)NCc2ccc3c(c2)OCO3)o1	0%	u	5%	2%	-6%	-2%	-2%	1	5

# Next section.
# Results follow in this order: KB-V1 MDR tox, SW480 rereplic, KB-3-1 tox, MCF10A rerep, GLP1R cytotox, HT1080NT lethal, HT1080 IDH1KD tx, D3 ag, IL1B secr inh
16	Cc1cc(C)nc(NS(=O)(=O)c2ccc(CC(C)C)cc2)c1
    -16%, -5%, -18%, -1%, 7%, -2%, -1%, 11, 4
17	CNc1nc(C)nc(-c2ccccc2O)n1
    -7%, 0%, -8%, 6%, 2%, 14%, -1%, 7, 7
18	CC(C)OC(=O)/C(C#N)=C\c1cccnc1
    5%, 18%, 3%, -18%, -6%, 6%, -4%, -2, -2
19	CC(=O)c1ccc(NC(=S)NC(=O)Cc2ccc(Cl)cc2)cc1
    u, 19%, 14%, 4%, -4%, 16%, 11%, 8, 14
20	CC1CCCN(C(=O)C(=O)Nc2ccc3nc4n(c(=O)c3c2)CCCCC4)C1 (stereo not drawn)
    -7%, -13%, -12%, u, -3%, 10%, -2%, 1, 7
21	CC(=O)NC(c1ccccc1)c1cc([N+](=O)[O-])c2cccnc2c1O (stereo not drawn)
    u, 0%, u, u, u, u, 13µM*, -4, 79
22	CCCCOCCCNC(=O)C[C@@H]1C[C@@]2(C(=O)OC)CC(C)(C)CC=C2N(Cc2cccc3ccccc23)C1=O
    21µM*, x, u, x, -6%, u, 21µM*, 2, -5
23	Cc1nn(CC(=O)NCCC2=CCCCC2)c(C)c1S(=O)(=O)N(C)C
    1%, -10%, 14%, -3%, -5%, 5%, 7%, 4, 22
24	O=C(CN1CCCCCC1)NCCN1C(=O)S/C(=C\c2ccccc2Cl)C1=O
    -22%, u, -3%, -30%, 11%, -6%, 1%, -3, -15
25	COc1ccc(OC)c(NC(=O)CSc2c3c(nc4cc(Cl)ccc24)CCCC3)c1
    13%, x, -9%, x, 0%, x, x, -8, x
26	C=CCSc1nnc(NC(=O)c2c(CC)noc2C)s1
    13%, -26%, -2%, 24%, -5%, 7%, 2%, 4, 40
27	CC(C)OCCCn1c(SCC(=O)c2ccccc2)nc2c(sc3ccccc32)c1=O
    -4%, x, -8%, x, 9%, x, x, 4, x
28	CC(C)(CN1CCCC1)NS(=O)(=O)c1ccc(Cl)cc1
    13%, -8%, -13%, 19%, 9%, -1%, 0%, -13, -16
29	CC1CCCC(NC(=O)Cn2c(Cl)nc3c2c(=O)n(C)c(=O)n3C)C1C (stereo not drawn)
    -6%, -4%, -20%, 5%, 3%, -9%, 0%, 7, 31
30	O=S(=O)(NC1CCCCC1)c1ccc(-c2csnn2)s1
    0%, 0%[9.22 µM], 7%, -11%, 0%, -15%, -9%, 0, -23

# Values in list order from above:
# HT1080 IDH1KD tx for nos. 19–24, in order: 11%, -2%, 13µM*, 21µM*, 7%, 1%

# Later entries.
# Results follow in this order: KB-V1 MDR tox, SW480 rereplic, KB-3-1 tox, MCF10A rerep, GLP1R cytotox, HT1080NT lethal, HT1080 IDH1KD tx, D3 ag, IL1B secr inh
31	COC(=O)c1cc(NC(=O)c2ccc(OC)cc2)c(=O)oc1C
    -1%, -3%, 19%, 3%, 0%, 20%, u, -2, -11
32	CCOC(=O)c1cc2c(=O)n3ccccc3nc2n(Cc2ccco2)c1=NC(=O)c1ccc(OC)cc1OC
    -7%, 17%, u, u, 104%[activator][7.66 µM], -7%, 2%, 7, 12
33	COC(=O)C[C@H]1c2cc(C(F)(F)F)ccc2S(=O)(=O)N1Cc1ccccc1OC
    u, 4%, -7%&-10%, 1%, 1%, -1%, -1%, 1, 5
34	CCOC(=O)c1c(C)oc2c1cc(O)c1ccccc12
    u, -12%, -2%, 1%, 20%, -5%, -7%, 2, 38
35	COc1ccc(NC(=O)c2cncc(Br)c2)cc1S(N)(=O)=O
    -2%, 1%, -6%, 3%, -9%[0.307 µM], -1%, -9%, -1, 31
36	O=C1c2ccccc2C(=O)N1c1nc2nccc(-c3ccccc3)n2n1
    8%, -6%, 7%, u, 12%, -1%, -2%, -7, -2
37	Cc1noc(C)c1S(=O)(=O)N(CC(=O)NC1CCCC1)c1ccc(C(C)C)cc1
    25%, 12%, 2%, 1%, 4%, 0%, -1%, 0, 3
38	O=C(NC(=S)N1CCN(Cc2ccccc2)CC1)c1ccco1
    -12%, -10%, 4%, 0%, u, 5%, 13%, 8, 27
39	COc1ccc(-c2cc(C(F)(F)F)nc(SCC(=O)Nc3ccc4c(c3)OCO4)n2)cc1
    u, -5%, 2%, 2%, 0%, -3%, 0%, 3, 0
40	c1cncc(CNc2nc(N3CCOCC3)nc(N3CCOCC3)n2)c1
    -19%, u, 0%, 0%, -23%, -1%, 4%[9.24 µM], 7, -12
41	COc1ccc(C(c2oc(CO)cc(=O)c2O)c2oc(CO)cc(=O)c2O)cc1
    u, 5%[1.84 µM], 2%, -13%, -3%, 9%, 7%, 24, 16
42	CC1(C)Cc2c(C#N)c(SCCO)nc(N3CCOCC3)c2CO1
    -4%, -9%, 2%, 12%, -3%, 1%, -2%, -20, 20
43	CCOc1ccccc1N1CC(C(=O)N2CCOCC2)CC1=O (stereo not drawn)
    u, -14%, 0%, 10%, -2%, 0%, -12%, 4, 26
44	COc1ccc(-c2nnc(N3CCOCC3)c3ccccc23)cc1
    -2%, u, 12%, 5%, 2%, 15%, 9%, 12, x
45	CCN(CC)C(=O)CSc1nc2ncc(Br)cc2[nH]1
    u, 1%, 18%, -1%, 2%, 24%, 16%, -3, -8
46	Cc1cc(Br)cn2c(Cc3ccccc3C(F)(F)F)c(-c3cccc(Br)c3)nc12
    -28%, x, -5%, x, 6%, -1%, 0%, 1, 45
